AMPAR-TARP mod: modulates AMPAR-stargazin complexes; O88602+P19491; HEK293 GluA2+stargazin, membrane potential dye (FDSS), glutamate EC50; hits were called plate by plate, in both directions; calls only at 30 µM; 40,000 tested, 3.5% active; AID 1259245;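 active means any of four per-well response measures lying three or more SD from its plate-wide compound average, in either direction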
Target sequence (O88602 whole entry, looked up): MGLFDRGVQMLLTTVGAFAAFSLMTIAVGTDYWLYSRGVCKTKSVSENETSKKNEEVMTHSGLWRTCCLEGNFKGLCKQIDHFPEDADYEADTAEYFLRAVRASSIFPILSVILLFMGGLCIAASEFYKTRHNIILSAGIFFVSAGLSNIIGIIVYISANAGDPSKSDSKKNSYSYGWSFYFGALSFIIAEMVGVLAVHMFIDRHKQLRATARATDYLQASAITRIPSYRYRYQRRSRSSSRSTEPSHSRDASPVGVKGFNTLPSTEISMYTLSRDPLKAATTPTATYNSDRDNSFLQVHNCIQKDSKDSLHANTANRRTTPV
Target sequence (P19491 whole entry, looked up): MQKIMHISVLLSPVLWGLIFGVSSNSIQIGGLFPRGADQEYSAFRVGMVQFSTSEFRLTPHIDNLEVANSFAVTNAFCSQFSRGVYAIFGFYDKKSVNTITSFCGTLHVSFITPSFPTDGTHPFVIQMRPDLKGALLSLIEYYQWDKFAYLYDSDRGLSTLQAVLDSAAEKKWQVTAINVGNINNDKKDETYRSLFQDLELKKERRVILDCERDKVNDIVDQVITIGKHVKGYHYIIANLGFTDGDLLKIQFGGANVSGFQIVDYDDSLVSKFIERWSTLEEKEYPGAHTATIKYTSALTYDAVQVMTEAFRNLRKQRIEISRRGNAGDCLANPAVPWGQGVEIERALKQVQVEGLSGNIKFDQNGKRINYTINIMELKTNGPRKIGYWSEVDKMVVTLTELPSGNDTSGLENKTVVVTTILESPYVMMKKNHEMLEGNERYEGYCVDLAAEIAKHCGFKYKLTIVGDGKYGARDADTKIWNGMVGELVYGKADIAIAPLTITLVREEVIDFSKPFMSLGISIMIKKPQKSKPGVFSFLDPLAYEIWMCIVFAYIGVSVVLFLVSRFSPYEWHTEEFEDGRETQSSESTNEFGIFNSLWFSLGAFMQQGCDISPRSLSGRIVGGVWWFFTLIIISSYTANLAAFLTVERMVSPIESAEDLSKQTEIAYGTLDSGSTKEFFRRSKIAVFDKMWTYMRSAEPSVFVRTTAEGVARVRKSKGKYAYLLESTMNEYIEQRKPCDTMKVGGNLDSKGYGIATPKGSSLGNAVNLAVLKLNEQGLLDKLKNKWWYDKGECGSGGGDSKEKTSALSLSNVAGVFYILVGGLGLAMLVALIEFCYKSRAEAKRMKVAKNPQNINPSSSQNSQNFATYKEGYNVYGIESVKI
AMPAR-TARP mod agonism max-min: second read-out of AMPAR-TARP mod, no call of its own (marks repeat the call); compound max-min signal; compound-alone response (agonism);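 unitless range of fluorescence divided by baseline over first 100 seconds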
AMPAR-TARP mod glutamate slope: recorded beside AMPAR-TARP mod, whose call it bears; glutamate slope, % of max; measured here: glutamate response slope, % max;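 scaled per plate between vehicle wells and maximal 1 mM glutamate control wells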
The depositor's hits bear a star; i = inactive; + = active, no number; & = joins results of further samples. Only part of the results is shown, so the mix of outcomes need not match the whole.

No.	AMPAR-TARP mod agonism max-min	AMPAR-TARP mod	AMPAR-TARP mod glutamate slope	canonical_smiles
1	0.039	i	44	CN1CCN(S(=O)(=O)c2ccc(Oc3ccccc3Cl)cc2)CC1
2	0.11	i	54	COc1ccc(Cl)cc1S(=O)(=O)N(CCc1ccccc1)Cc1ccccn1
3	0.058	i	49	Cc1cc(C)c2nc(N3CCN(C(=O)Cc4ccc(S(C)(=O)=O)cc4)CC3)sc2c1
4	0.12	i	62	O=C(CCCSc1ccc(NC(=O)C2CC2)nn1)NCCc1ccccc1
5	0.083	i	61	Cn1cc(C(=O)N2CCOCC2)cc(NC(=O)c2c(F)cccc2Cl)c1=O
6	0.098	i	47	Cn1nnc2c(N3CCN(C(=O)c4ccccc4I)CC3)ncnc21
7	0.062	i	36	CN1CCN(c2ccc(-c3ccc(NC(=O)c4ccc(C(F)(F)F)cc4)cc3)nn2)CC1
8	0.1	i	47	S=c1[nH]c2ccccc2nc1N1CCOCC1
9	0.06	i	65	COc1cccc(N2C(=O)CN(CCc3ccc(F)cc3)C3CS(=O)(=O)CC32)c1 (centres undefined)
10	0.1	i	55	COc1ccc(-n2nc3c(c2NC(=O)C(=O)NCC(OC)OC)CS(=O)(=O)C3)cc1
11	0.12	i	54	COc1cc(C)c(C)cc1S(=O)(=O)NCC(O)c1sccc1C (centres undefined)
12	0.096	i	60	CCCCN(C1CCS(=O)(=O)C1)S(=O)(=O)c1ccc(Br)cc1 (centres undefined)
13	0.049	i	37	Cc1nn(-c2ccccc2)c2ncc(C(=O)N3CCC(C(N)=O)CC3)c(Cl)c12
14	0.092	i	39	CCS(=O)(=O)N1CCN=C1SCc1ccc(Br)cc1
15	0.058	i	52	COc1ccc(-c2ccc(=O)n(Cc3cccc(F)c3)n2)cc1
16	0.074	i	67	CCCCCOC(=O)C1=C(C)NC2=C(C(=O)CC(C)(C)C2)C1c1ccccc1[N+](=O)[O-] (centres undefined)
17	0.074	i	40	CCOCCn1c(=O)c2c(nc3n(-c4ccc(C(F)(F)F)cc4)c(-c4ccccc4)cn23)n(C)c1=O
18	0.031	i	32	CS(=O)(=O)N1CCCc2cc(NC(=O)c3c(F)cccc3F)ccc21
19	0.15*	+	59*	COc1ccc(C(=O)NNC(=O)c2ccc(=O)n(Cc3ccccc3)c2)c(OC)c1
20	0.1	i	30	COc1ccc(N2CC(C)Cn3c2nc2c3c(=O)n(CCN3CCCCC3)c(=O)n2C)cc1 (centres undefined)
21	0.048	i	57	CCOc1ccc(-c2ccc(=O)n(CCNS(=O)(=O)c3cccc(F)c3)n2)cc1
22	0.1	i	59	Cc1cc(NS(=O)(=O)c2ccc(C(C)C)cc2)n(C2CCS(=O)(=O)C2)n1 (centres undefined)
23	0.068	i	45	Cc1ccc2nc(NC(=O)CSc3ccc(NC(=O)c4ccco4)nn3)sc2c1
24	0.06	i	21	N#CC1=C(N)Oc2n[nH]c(-c3ccccc3)c2C1c1cccc(OC(=O)N2CCOCC2)c1 (centres undefined)
25	0.13	i	53	Cc1ccc(NC(=O)C(=O)NCC(O)c2sccc2C)cc1F (centres undefined)
26	0.027	i	57	O=C(c1c(F)cccc1F)N(C(=O)N1CCCCC1)c1cccc(Cl)c1
27	0.14	i	65	CCCn1c(=O)c2c(nc3n(-c4cccc(OC)c4)c(C)c(C)n23)n(C)c1=O
28	0.13	i	61	COC(=O)c1sc(-c2ccccc2)cc1NC(=O)C1CCCN1S(C)(=O)=O (centres undefined)
29	0.11	i	63	CS(=O)(=O)N1CCN(CCNC(=O)c2ccc([N+](=O)[O-])o2)CC1
30	0.14	i	60	O=C(NCCC1=CCCCC1)C1CCN(C(=O)Nc2cccs2)CC1

In the list so far, two have an NH in an aromatic ring:
No.	AMPAR-TARP mod agonism max-min	AMPAR-TARP mod	AMPAR-TARP mod glutamate slope	canonical_smiles
8	0.1	i	47	S=c1[nH]c2ccccc2nc1N1CCOCC1
24	0.06	i	21	N#CC1=C(N)Oc2n[nH]c(-c3ccccc3)c2C1c1cccc(OC(=O)N2CCOCC2)c1 (centres undefined)

(more compounds)
No.	AMPAR-TARP mod agonism max-min	AMPAR-TARP mod	AMPAR-TARP mod glutamate slope	canonical_smiles
31	0.13	i	53	CCS(=O)(=O)N1CCC(Cn2ccnc2C)CC1
32	0.15	i	63	O=S(=O)(c1c(F)cccc1F)N(CCc1ccccc1)Cc1ccccn1
33	0.062	i	39	O=C(Nc1ccc(CC(=O)N2CCOCC2)cc1)c1ccc(C(F)(F)F)cc1
34	0.063	i	65	O=C(COc1ccc2ccccc2c1)N1CCN(c2ncnc3c2nnn3-c2ccc(F)cc2)CC1
35	0.055	i	64	Cc1c(C(=O)NC2CCCC2)c(C(F)(F)F)nn1C(C)C
36	0.16	i	46	O=S(=O)(NCc1ccc2c(c1)OCO2)c1ccc(F)c(Cl)c1
37	0.12	i	48	O=C(Nc1ccc(OC(F)(F)F)cc1)c1cccc(Oc2ncccn2)c1
38	0.18	i	69	CCOC(=O)c1ccc(-n2c(C)cn3c4c(=O)n(C(C)C(C)=O)c(=O)n(C)c4nc23)cc1 (centres undefined)
39	0.11	i	62	CCOCCn1c(=O)c2c(nc3n(-c4ccccc4)c(-c4ccccc4)cn23)n(C)c1=O
40	0.1	i	57	O=C(NCC(O)(c1ccccc1)C(F)(F)F)C1(c2cccs2)CCCC1 (centres undefined)
41	0.041	i	45	O=C(Cc1cc(-c2cccs2)on1)NCCc1ccccc1
42	0.11	i	59	O=C(NCCC1=CCCCC1)C(=O)NCC1CCN(S(=O)(=O)c2cccnc2)CC1
43	0.031	i	24	COc1cn(CC(=O)Nc2cccc(C)c2C)c(CN2CCOCC2)cc1=O
44	0.034	i	48	COc1ccc(C2(C(=O)O)CCOCC2)cc1
45	0.066	i	35	CCCCCn1c(=O)c2c(nc3n2CCCN3c2ccc(OC)cc2OC)n(C)c1=O
46	0.071	i	51	O=C(Nc1nc(-c2cccnc2)cs1)C1COCC(=O)N1Cc1ccccc1 (centres undefined)
47	0.13	i	69	O=C(Nc1ccccc1[N+](=O)[O-])C1CCN(c2ccc(-c3ccc(F)cc3)nn2)CC1
48	0.083	i	74	CCN(Cc1ccccc1)C(=O)C1CCN(c2ccc(-c3cccs3)nn2)CC1
49	0.083	i	60	Cc1ccc(CC(=O)N(CCCn2ccnc2)c2nc3ccccc3s2)c(C)c1
50	0.047	i	37	Cc1nnsc1C(=O)N1CCC(CNC(=O)COc2ccccc2F)CC1
51	0.066	i	53	COc1ccc(-n2c(SCc3nc(-c4ccc5c(c4)OCO5)no3)nc3ccsc3c2=O)cc1
52	0.065	i	65	CCCC(CCC)C(=O)Nc1cc(C(=O)N2CCCCCC2)cn(C)c1=O
53	0.12	i	60	Cc1ccc([N+](=O)[O-])cc1NC(=O)C(=O)NC1CCCCC1
54	0.053	i	63	CCc1cc2c(=O)c(-c3nc4ccccc4[nH]3)coc2cc1OC(=O)N1CCOCC1
55	0.088	i	47	COc1ccc(NC(=O)CS(=O)(=O)c2cccs2)cc1OC
56	0.057	i	58	CCOC(=O)c1c(SCC(=O)Nc2ccc3c(c2)OCCO3)nc(=O)[nH]c1C
57	0.052	i	48	CCc1cc(CC)n(-c2nc3c(c(=O)n(Cc4ccc(OC)cc4)c(=O)n3C)n2CC)n1
58	0.092	i	53	O=C(NCCN1CCOCC1)C(=O)NCC1CCN(Cc2cccs2)CC1
59	0.071	i	63	COc1ccc(OC)c(S(=O)(=O)Nc2ccc3c(c2)CC(=O)N3)c1
60	0.051	i	43	C=CCNC(=O)C(=O)Nc1cccc(N2CCCCC2=O)c1
61	0.096	i	52	COc1cc(NC(=O)c2ccc(-c3ccccc3)cc2)ccc1N1CCCC1=O
62	0.02	i	59	COc1cccc(CNC(=O)C(=O)Nc2c3c(nn2C(C)(C)C)CSC3)c1
63	0.038	i	20	O=C(c1cncc(Br)c1)N1CCN(c2ccc(-c3cccs3)nn2)CC1
64	0.11	i	63	O=C(/C=C/c1ccco1)N1CCC(CNS(=O)(=O)c2cccc(C(F)(F)F)c2)CC1
65	0.1	i	65	O=C(/C=C/c1ccccc1)Nc1ccc2c(c1)CCC(=O)N2
66	0.066	i	62	O=C(CSc1nnc(CCn2ccc(=O)[nH]c2=O)o1)Nc1cc(Cl)cc(Cl)c1
67	0.08	i	44	Cc1ccc(NC(=O)Cc2csc(NC(=O)C3CCC(=O)N3)n2)cc1Cl (centres undefined)
68	0.074	i	54	O=C(CCCSc1ccccc1)N(Cc1ccccn1)c1nc2ccc([N+](=O)[O-])cc2s1
69	0.13	i	58	Cc1ccc(NC2SC(=O)N(C(C)C)C2=O)c(C)c1 (centres undefined)
70	0.04	i	38	CSc1ccccc1C(=O)NCCS(=O)(=O)N1CCN(CCc2ccccc2)CC1
71	0.11	i	57	COc1ccc(CNC(=O)NCC(c2ccccc2Cl)N(C)C)cc1 (centres undefined)
72	0.061	i	41	CC(=O)c1cccc(NC(=O)Cc2cc(-c3cc4ccccc4o3)on2)c1
73	0.099	i	56	Cc1nc(-c2cccs2)c(CCC(=O)Nc2cc(Cl)ccc2Cl)s1
74	0.049	i	46	CS(=O)(=O)c1ccc2nc(NC(=O)CCN3C(=O)c4ccccc4S3(=O)=O)sc2c1
75	0.075	i	66	CC(C)(CO)NCCCCn1c2ccccc2c2ccccc21
76	0.1	i	56	O=C(NCCCn1nc(-c2ccccc2)ccc1=O)c1ccc(=O)[nH]n1
77	0.24	i	83	O=C(Nc1nc2c(s1)C(=O)CCC2)c1cnc2ccccc2n1
78	0.081	i	62	CC(C)(C)c1cc(NC(=O)c2ccccc2C(F)(F)F)n(CCO)n1
79	0.16*	+	55*	COc1ccc(-c2nnc(NC(=O)Cc3ccc(SC)cc3)o2)c(OC)c1
80	0.098	i	78	O=C(NCC1CCCO1)C(=O)Nc1ccc(F)c([N+](=O)[O-])c1 (centres undefined)
81	0.14	i	61	C=CCNC(=S)N1CCNC(=O)C1CC(=O)Nc1cc(Cl)ccc1OC (centres undefined)
82	0.081	i	56	COc1ccc(CCC(=O)NCCS(=O)(=O)N2CCN(c3ccccn3)CC2)cc1
83	0.13	i	43	O=C(CCn1cnc2ccccc2c1=O)N1CCN(c2ccccc2O)CC1
84	0.036	i	52	COc1cccc(C(=O)Nc2ccc3c(c2)CCCN3S(C)(=O)=O)c1
85	0.12	i	57	Cc1ccc(C)c(S(=O)(=O)Nc2ccc(C(=O)NCCc3ccccc3)cc2)c1
86	0.082	i	64	Cc1nc(C)n(C(C)CC(=O)N2CCN(S(=O)(=O)c3ccc(Cl)cc3)CC2)n1 (centres undefined)
87	0.044	i	60	O=c1ccn(CCc2nnc(SCc3ccccc3)o2)c(=O)[nH]1
88	0.11	i	47	Cc1ccccc1OCc1ccc(C(=O)Nc2ccc(S(N)(=O)=O)cc2)o1
89	0.086	i	56	O=C(c1cnn2ccccc12)N1CCN(C(=O)C2(c3ccccc3)CCOCC2)CC1
90	0.081	i	29	Cc1cccc(-n2c(N)cc(=O)nc2SCC(=O)NC2CCCCC2)c1

Next section:
No.	AMPAR-TARP mod agonism max-min	AMPAR-TARP mod	AMPAR-TARP mod glutamate slope	canonical_smiles
91	0.084	i	30	CCOc1ccc(S(=O)(=O)Nc2ccc(CC(=O)NCc3cccs3)cc2)cc1F
92	0.058	i	45	O=C1CCC(C(=O)Nc2nc(CC(=O)N3CCc4ccccc43)cs2)N1 (centres undefined)
93	0.086&0.042	i	46&99	CCc1nnc(NC(=O)CSc2nnnn2-c2cccc(C)c2)s1
94	0.13	i	55	Cc1ccc(C#N)c(Cl)n1
95	0.032	i	57	CCOc1ccc(S(=O)(=O)NCCn2nc(-c3ccc(OC)cc3)ccc2=O)c(OCC)c1
96	0.06	i	63	O=C(NCCS(=O)(=O)N1CCN(c2ccccn2)CC1)c1cnccn1
97	0.11	i	66	O=C(CCCNS(=O)(=O)c1ccc(Cl)cc1)NCc1ccccc1
98	0.09	i	53	O=C(C1COc2ccccc2O1)N(Cc1ccncc1)c1nc2ccc(Cl)cc2s1 (centres undefined)
99	0.074	i	72	O=C(CN1CCN(S(=O)(=O)c2ccc3ccccc3c2)CC1)Nc1ccc(F)cc1
100	0.086	i	61	O=C(CC1CCCCC1)NCCN1CCn2cc(OCc3ccccc3)c(=O)cc2C1=O

Just AMPAR-TARP mod glutamate slope and AMPAR-TARP mod agonism max-min (5 entries from above):
entry | compound | AMPAR-TARP mod glutamate slope | AMPAR-TARP mod agonism max-min
93 | CCc1nnc(NC(=O)CSc2nnnn2-c2cccc(C)c2)s1 | 46&99 | 0.086&0.042
94 | Cc1ccc(C#N)c(Cl)n1 | 55 | 0.13
95 | CCOc1ccc(S(=O)(=O)NCCn2nc(-c3ccc(OC)cc3)ccc2=O)c(OCC)c1 | 57 | 0.032
96 | O=C(NCCS(=O)(=O)N1CCN(c2ccccn2)CC1)c1cnccn1 | 63 | 0.06
97 | O=C(CCCNS(=O)(=O)c1ccc(Cl)cc1)NCc1ccccc1 | 66 | 0.11

Five records picked at random from the list so far:
No.	AMPAR-TARP mod agonism max-min	AMPAR-TARP mod	AMPAR-TARP mod glutamate slope	canonical_smiles
91	0.084	i	30	CCOc1ccc(S(=O)(=O)Nc2ccc(CC(=O)NCc3cccs3)cc2)cc1F
96	0.06	i	63	O=C(NCCS(=O)(=O)N1CCN(c2ccccn2)CC1)c1cnccn1
97	0.11	i	66	O=C(CCCNS(=O)(=O)c1ccc(Cl)cc1)NCc1ccccc1
98	0.09	i	53	O=C(C1COc2ccccc2O1)N(Cc1ccncc1)c1nc2ccc(Cl)cc2s1 (centres undefined)
95	0.032	i	57	CCOc1ccc(S(=O)(=O)NCCn2nc(-c3ccc(OC)cc3)ccc2=O)c(OCC)c1

In the list so far, these have a tert-butyl group:
No.	AMPAR-TARP mod agonism max-min	AMPAR-TARP mod	AMPAR-TARP mod glutamate slope	canonical_smiles
62	0.02	i	59	COc1cccc(CNC(=O)C(=O)Nc2c3c(nn2C(C)(C)C)CSC3)c1
78	0.081	i	62	CC(C)(C)c1cc(NC(=O)c2ccccc2C(F)(F)F)n(CCO)n1
